Bioassay records deposited in PubChem BioAssay by University of Kansas High Throughput Screening Laboratory.
mHTT CaM bind = mHTT-calmodulin interaction abrogation | AID 1671202 | AlphaScreen His-mHTT/GST-CaM binding, luminescence | 190,000 tested, 3.6% active | P42858 | inhibition, % at 15 µM;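 also: 0% = both proteins with DMSO and 100% = one protein alone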
Target sequence (P42858 whole entry, looked up, stated change not applied): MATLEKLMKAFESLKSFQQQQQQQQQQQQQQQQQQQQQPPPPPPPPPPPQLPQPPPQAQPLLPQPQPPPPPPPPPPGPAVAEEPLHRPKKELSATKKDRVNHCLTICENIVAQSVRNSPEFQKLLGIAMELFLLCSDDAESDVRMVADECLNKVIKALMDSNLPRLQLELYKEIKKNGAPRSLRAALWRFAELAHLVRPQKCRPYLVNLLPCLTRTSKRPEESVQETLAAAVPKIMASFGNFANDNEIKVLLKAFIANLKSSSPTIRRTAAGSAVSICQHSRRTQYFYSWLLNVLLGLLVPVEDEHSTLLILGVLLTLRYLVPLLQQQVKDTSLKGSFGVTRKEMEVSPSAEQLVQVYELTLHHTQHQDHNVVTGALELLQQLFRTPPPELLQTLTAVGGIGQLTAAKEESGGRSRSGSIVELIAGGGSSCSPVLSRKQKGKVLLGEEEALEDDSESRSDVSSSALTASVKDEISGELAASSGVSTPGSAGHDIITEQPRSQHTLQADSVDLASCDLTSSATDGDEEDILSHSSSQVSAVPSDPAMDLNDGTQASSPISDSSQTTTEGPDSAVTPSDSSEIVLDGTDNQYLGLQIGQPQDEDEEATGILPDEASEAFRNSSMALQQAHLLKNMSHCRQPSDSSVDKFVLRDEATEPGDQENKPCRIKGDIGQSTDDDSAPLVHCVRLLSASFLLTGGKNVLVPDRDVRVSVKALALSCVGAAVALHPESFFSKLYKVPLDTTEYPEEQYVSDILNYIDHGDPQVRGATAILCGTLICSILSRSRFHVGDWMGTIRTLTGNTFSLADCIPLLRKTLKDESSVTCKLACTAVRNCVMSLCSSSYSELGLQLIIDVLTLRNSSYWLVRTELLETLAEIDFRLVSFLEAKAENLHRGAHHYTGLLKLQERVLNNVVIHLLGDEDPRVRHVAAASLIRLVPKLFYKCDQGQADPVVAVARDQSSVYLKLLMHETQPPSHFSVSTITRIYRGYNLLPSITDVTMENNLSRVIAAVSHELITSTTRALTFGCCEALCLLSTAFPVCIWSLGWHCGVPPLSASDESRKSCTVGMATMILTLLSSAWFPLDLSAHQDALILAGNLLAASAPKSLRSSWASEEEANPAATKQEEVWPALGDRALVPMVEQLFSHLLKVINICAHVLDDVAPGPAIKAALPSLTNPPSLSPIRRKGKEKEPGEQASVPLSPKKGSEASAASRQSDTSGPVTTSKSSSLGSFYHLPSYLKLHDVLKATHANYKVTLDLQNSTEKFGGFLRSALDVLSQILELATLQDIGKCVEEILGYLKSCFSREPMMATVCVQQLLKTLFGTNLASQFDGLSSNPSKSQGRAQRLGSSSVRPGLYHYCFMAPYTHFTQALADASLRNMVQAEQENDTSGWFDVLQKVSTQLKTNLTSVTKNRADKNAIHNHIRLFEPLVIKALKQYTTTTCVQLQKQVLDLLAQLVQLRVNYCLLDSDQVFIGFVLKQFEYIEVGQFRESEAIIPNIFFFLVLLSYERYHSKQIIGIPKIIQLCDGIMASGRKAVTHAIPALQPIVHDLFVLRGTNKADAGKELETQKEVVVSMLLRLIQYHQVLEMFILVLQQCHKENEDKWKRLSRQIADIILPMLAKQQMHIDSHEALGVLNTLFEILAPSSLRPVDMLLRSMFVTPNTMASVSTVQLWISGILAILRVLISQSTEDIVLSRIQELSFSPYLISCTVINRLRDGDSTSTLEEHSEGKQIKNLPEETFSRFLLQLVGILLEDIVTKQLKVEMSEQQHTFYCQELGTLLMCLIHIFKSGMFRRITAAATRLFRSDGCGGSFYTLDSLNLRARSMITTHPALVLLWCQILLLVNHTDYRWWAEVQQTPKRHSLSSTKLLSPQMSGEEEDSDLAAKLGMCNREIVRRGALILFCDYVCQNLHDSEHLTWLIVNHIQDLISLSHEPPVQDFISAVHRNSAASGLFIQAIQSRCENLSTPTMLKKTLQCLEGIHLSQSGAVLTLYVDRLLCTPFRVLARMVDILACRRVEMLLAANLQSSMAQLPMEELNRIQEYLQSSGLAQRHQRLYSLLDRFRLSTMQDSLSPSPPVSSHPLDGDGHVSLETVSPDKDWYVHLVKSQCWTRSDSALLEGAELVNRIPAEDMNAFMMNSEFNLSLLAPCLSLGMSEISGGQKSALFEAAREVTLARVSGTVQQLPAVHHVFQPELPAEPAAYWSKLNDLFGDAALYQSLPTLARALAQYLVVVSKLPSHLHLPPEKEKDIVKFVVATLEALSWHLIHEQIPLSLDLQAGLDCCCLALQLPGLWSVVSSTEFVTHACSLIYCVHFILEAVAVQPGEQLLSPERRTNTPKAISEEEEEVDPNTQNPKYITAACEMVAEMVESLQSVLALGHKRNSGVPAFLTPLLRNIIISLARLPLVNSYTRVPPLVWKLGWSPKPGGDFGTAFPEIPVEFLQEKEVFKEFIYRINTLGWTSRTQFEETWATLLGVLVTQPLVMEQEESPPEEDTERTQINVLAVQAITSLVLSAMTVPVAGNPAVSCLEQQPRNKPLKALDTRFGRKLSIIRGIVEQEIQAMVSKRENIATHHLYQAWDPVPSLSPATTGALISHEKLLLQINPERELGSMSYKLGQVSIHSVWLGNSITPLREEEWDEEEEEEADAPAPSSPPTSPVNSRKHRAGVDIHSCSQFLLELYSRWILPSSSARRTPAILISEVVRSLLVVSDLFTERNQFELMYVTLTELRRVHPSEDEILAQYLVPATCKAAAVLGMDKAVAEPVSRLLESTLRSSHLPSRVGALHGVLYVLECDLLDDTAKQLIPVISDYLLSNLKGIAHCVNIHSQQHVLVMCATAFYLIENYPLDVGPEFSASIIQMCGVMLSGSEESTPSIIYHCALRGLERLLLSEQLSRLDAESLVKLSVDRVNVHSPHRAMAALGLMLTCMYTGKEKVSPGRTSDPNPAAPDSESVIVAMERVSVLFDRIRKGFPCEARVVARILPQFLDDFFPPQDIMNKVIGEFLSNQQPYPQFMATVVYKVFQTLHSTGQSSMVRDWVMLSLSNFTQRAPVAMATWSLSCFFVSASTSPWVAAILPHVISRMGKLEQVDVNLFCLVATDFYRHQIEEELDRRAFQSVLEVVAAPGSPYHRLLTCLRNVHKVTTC
Pf apPOL block = Pf-apPOL DNA polymerase inhibition; Recombinant Pf-apPOL, molecular beacon fluorescence, 1.5 h; inhibition, % at 10 µM; 210,000 tested, 0.25% active; AID 1794808
* hit, by the source's call; i = inactive; x = not tested or not shown; & = joins results of further samples. Rule as the data show it: active = inhibition above about 50%; inactive = the rest. Not all compounds are listed (hit frequency here may not be typical).

Results follow in this order: mHTT CaM bind | Pf apPOL block
- O=C(Nc1ccc2oc(-c3ccccc3)nc2c1)c1cccc([N+](=O)[O-])c1
 : 6 | 34
- Cc1oc2cc(OCCN3CCC(C)CC3)ccc2c(=O)c1-c1ccccc1
 : 6 | -6
- COc1ccc(C2=NC(c3ccc(OC)c(OC)c3)NC(c3ccccc3O)C2)cc1 (configuration not stated)
 : 53* | -5
- N#Cc1cccc(N2C(=O)c3ccc(-c4nc5ccccc5c(=O)o4)cc3C2=O)c1
 : -2 | -3
- COc1cccc(C2Sc3ccccc3NC3=C2C(=O)c2ccccc23)c1 (configuration not stated)
 : 76* | -93
- CS(=O)(=O)N(CC(=O)Nc1ccccc1F)c1cccc(Cl)c1Cl
 : -2 | 36
- CCNC(=O)c1ccc(-c2nc(-c3ccc(Cl)cc3)no2)cc1
 : -4 | 0
- COc1cccc(-c2cc(C(N)=O)c3ccccc3n2)c1
 : 2 | 4
- O=c1[nH]c2cc(F)ccc2c(O)c1-c1nc(-c2ccc(Br)cc2)no1
 : -7 | -6
- O=C1c2ccc([N+](=O)[O-])cc2C(=O)N1CNc1ccc(Cl)cn1
 : 2 | 0
- O=C1OC(c2ccccc2)=NC1=C1C=C(c2ccccc2)OC(c2ccccc2)=C1
 : 15 | 2
- O=C(Nc1cccc(-c2nc3ncccc3o2)c1)c1ccc(Cl)cc1
 : 5 | -10
- COc1ccccc1C=C1Oc2c(ccc(O)c2CN2CCCCC2C)C1=O (configuration not stated)
 : 40 | -3
- CCCCN1C(=O)C(C)(C(=O)NCCC)Oc2cccnc21 (configuration not stated)
 : -9 | -5
- O=C1OC(c2ccc([N+](=O)[O-])cc2)=N/C1=C\c1cccnc1
 : -1 | 2
- Cc1ccccc1NC(=O)N1CCc2c(c(COCc3cccc(F)c3)nn2C)C1
 : 12 | -1
- O=C(c1ccccc1)N1CCC2(CC1)NC(=O)N(Cc1cccc(Cl)c1)C2=O
 : 26 | -2
- CCOc1ccc(NC(=O)N2CCCC2c2ccc(C)cc2)cc1 (configuration not stated)
 : 0 | -1
- COc1ccccc1C(=O)Nc1cccc(-c2nc3cc(C)ccc3o2)c1
 : 2 | -8
- CCC1(c2ccccc2)NCC(c2ccc([N+](=O)[O-])cc2)O1 (configuration not stated)
 : -1 | 2
- c1ccc(CCN2CCCC(c3nc(-c4ccncc4)n[nH]3)C2)cc1 (configuration not stated)
 : 42 | -6
- N/C(=N\OC(=O)COc1ccccc1)c1cccnc1
 : i | -3
- Cc1[nH]nc(N)c1-c1ccc(Cl)cc1
 : 2 | -9
- FC(F)(F)c1cccc(C2=Nn3c(nnc3-c3ccccc3)SC2)c1
 : -2 | -7
- Cc1cc(I)ccc1NC(=O)Cn1c([N+](=O)[O-])cnc1C
 : 6 | -7
- COc1ccc(-c2nnn(CC(=O)Nc3ccc(OC(F)(F)F)cc3)n2)cc1
 : 0 | -1
- CCn1c(-c2ccc(S(=O)(=O)N3CCCCC3)cc2)csc1=Nc1ccccc1OC
 : 35 | -2
- COc1cc(C(=O)NC(C)c2nc3ccccc3[nH]2)cc(OC)c1OC (configuration not stated)
 : 6 | -4
- CC1=C(C(=O)Nc2cccnc2)C(c2ccccn2)n2nc(SCc3ccccc3)nc2N1 (configuration not stated)
 : 5 | -7
- CC(=O)N1CCc2cc(N3CC(C(=O)Nc4cc(F)ccc4C)CC3=O)ccc21 (configuration not stated)
 : -6 | -4
- CSc1nnc2c(n1)OC(c1ccc(F)cc1)N(C(C)=O)c1ccccc1-2 (configuration not stated)
 : 13 | 5
- Cc1[nH]c2ccccc2c1C(C[N+](=O)[O-])c1ccc(F)cc1 (configuration not stated)
 : 54* | -6
- Cc1sc2c(=O)n3c(nc2c1C(=O)NC1CCCCC1)CCCCC3
 : -8 | 3
- O=C(NCC1(CO)CC1)C(=O)Nc1cccc(N2CCCCC2=O)c1
 : -12 | -3
- O=c1oc(-c2ccco2)nc2cccc(F)c12
 : x | -11
- CC1CC(C)CN(S(=O)(=O)N2CCCC(C(=O)NCCN3CCCCC3C)C2)C1 (configuration not stated)
 : 3 | -8
- Cc1nc(SCc2c(F)cccc2Cl)nc(OC(=O)c2ccc(C(C)(C)C)cc2)c1C
 : x | -8
- C=CCOc1ccc(C(=O)n2cc(Br)cn2)cc1
 : -5 | -3
- COc1ccc(Br)cc1C(=O)Nc1cccc(C(C)=O)c1
 : -6 | -1
- COc1ccc(NS(=O)(=O)c2cc3c(s2)CCN(C(C)=O)C3)cc1Cl
 : 8 | 0
- COc1ccc(OC)c(-c2[nH]ncc2CN2CCCC2c2cc(C(C)C)no2)c1 (configuration not stated)
 : 24 | 2
- COc1cc(-c2cc(=O)oc(-c3cccc([N+](=O)[O-])c3)n2)cc(OC)c1OC
 : -2 | -4
- O=C(Nc1cc(C(F)(F)F)ccc1Cl)c1ccc(Br)o1
 : -9 | -3
- O=S(=O)(c1ccccc1)C(c1ccccc1)c1ccccc1
 : 2 | -2
- N#Cc1cc(Br)c(OC(=O)COc2ccc(Cl)cc2Cl)c(Br)c1
 : x | 10
- CCOC(=O)CC1(N)CCCCC1
 : -4 | -7
- O=S(=O)(c1ccccc1)N1CCc2nc(-c3ccc(F)cc3)ncc2C1
 : -3 | 1
- CCOc1ccc(CC(=O)N2CCOCC2)cc1
 : -2 | 1
- Cn1c2c(c(=O)[nH]c1=O)C(c1ccc(O)cc1)C1=C(N2)c2ccccc2C1=O (configuration not stated)
 : 19 | 9
- CCCC(=O)Nc1c2c(nn1-c1ccc(C)cc1)CS(=O)(=O)C2
 : -1 | -6
- CCOc1ccccc1NC(=O)C(C)N(c1ccc(OC)cc1)S(C)(=O)=O (configuration not stated)
 : 3 | 1
- Cc1nn(C)cc1NC(=S)N1CCSCC1
 : -3 | x
- O=C(c1cccs1)N1CCCCC1c1nncn1Cc1ccccc1 (configuration not stated)
 : -6 | -1
- CCOc1cc(/C=C2\SC(=Nc3ccccc3)NC2=O)cc(Br)c1O
 : 86* | -52
- Cc1cccc(-n2c(C)nc3cc(C(=O)N4CCOCC4)ccc32)c1
 : 3 | 27
- Cc1ccc2nsnc2c1S(=O)(=O)NCc1ccc(S(N)(=O)=O)cc1
 : -6 | x
- O=S(=O)(c1ccc(F)cc1)N1CCN(Cc2ccccc2)CC1
 : -9 | 0
- CCOc1ccc(NC(=O)CSC2=C(C#N)C(c3ccc4c(c3)OCO4)CC(=O)N2)cc1 (configuration not stated)
 : 6 | -2
- CCNC(=O)N1CCCC(c2cccc(C(=O)NCc3ccc(C)o3)c2)C1 (configuration not stated)
 : -4 | -3
- CCOc1ccc(NC(=O)C2(C)Oc3cccnc3N(C)C2=O)cc1 (configuration not stated)
 : 2 | -1

More entries
Results follow in this order: mHTT CaM bind | Pf apPOL block
- Cc1ccccc1NC(=O)CN1CCC(c2nc(-c3ccncc3)no2)CC1
 : -7 | -1
- COc1ccc2c(c1)c(CN1CCC(C(=O)NCc3ccccc3C)CC1)cn2C
 : 7 | 0
- COc1ccc(CCC(=O)N2CCN(c3cc(-c4cccnc4)[nH]n3)CC2)cc1
 : 2 | -5
- O=C(c1cc2nc(-c3ccc([N+](=O)[O-])cc3)cc(C(F)(F)F)n2n1)N1CCOCC1
 : -5 | -4
- COc1cccc(CNC(=O)N2CCCC(C)(C(=O)NCc3ccccc3C)C2)c1 (configuration not stated)
 : 1 | -4
- O=C(NCc1ccco1)N1CC(n2cc(COc3ccccc3)nn2)C1
 : 8 | -3
- COc1ccc(CC(=O)Nc2ccc(-c3nnc4n3CCCCC4)cc2)cc1
 : 7 | -7
- O=[N+]([O-])c1ccc(N2CCN(c3ccccn3)CC2)s1
 : 17 | -10
- Cn1nc(C(F)(F)F)cc1-c1ccc(C=C(C#N)C#N)s1
 : x | -10
- Cc1ccc(OCCCCN(C)C)cc1C
 : 1 | 1
- CCC(=O)Nc1ccccc1-c1ccccc1
 : 2 | 1
- COc1cc(-c2nc(C=Nc3nc4ccccc4n3C)c(O)o2)cc(OC)c1OC
 : 1 | 0
- CC1CCCCC1NC(=O)C1CCN(c2nc3ccccc3o2)CC1 (configuration not stated)
 : 3 | -13
- Cc1nnc(-c2cccn2CC(=O)Nc2ccc(C)c(Cl)c2)o1
 : -1 | -3
- COc1cc2[nH]c(=O)n(CCCC(=O)NCc3ccc(Cl)cc3)c(=O)c2cc1OC
 : 8 | 5
- O=C(CSc1ncccc1C(=O)O)Nc1cccc(C(F)(F)F)c1
 : -5&-1 | -9&-3
- COc1ccc(C)cc1NC(=O)C(NS(=O)(=O)c1cccs1)C(C)C (configuration not stated)
 : 0 | -1
- C[C@@H]1CCC(=O)N(C[C@@H](C)CC#N)CC1
 : 14 | -2
- O=C(O)C[C@H]1c2ccccc2S(=O)(=O)N1C1CCCCC1
 : -8 | -3
- Cc1cccc2oc3cc(NCCO)c4c(=O)c5ccccc5c(=O)c4c3[nH]c12
 : 20 | -2
- CC1c2cccn2CCN1C(=O)Nc1ccc(F)c(Cl)c1 (configuration not stated)
 : 5 | -2
- C/C(=C\c1ccc(C(=O)O)cc1)c1ccc2c(c1)C(C)(C)CCC2(C)C
 : x | -9
- O=C(O)c1cccc2c1-c1ccc(I)cc1C2
 : x | -9
- N#CC1(NC2CCCCC2)CCCCC1
 : x | -15
- CC1(C)CC(=O)C2=C(C1)c1c(ccc3ncccc13)NC2c1ccccc1 (configuration not stated)
 : 19 | -1
- Cn1cc(SCC(=O)Nc2cccc(F)c2)c2ccccc21
 : -3 | 6
- COc1ccc(-c2nc3n(c(=O)c2C#N)CCS3)cc1OC
 : -4 | -3
- COc1cc(C=C2C(=O)N(C)C(=O)N(C)C2=O)ccc1Oc1ccc([N+](=O)[O-])cc1[N+](=O)[O-]
 : 13 | 0
- CCSc1nnc(-c2nn(C)c3c2CN(C(=O)C2CC2)CC3)n1C
 : 0 | -1
- CCOC1=NN(c2ccc([N+](=O)[O-])cc2)C(=O)/C1=C/c1ccc(OC)cc1
 : 4 | -2

Compound profiles (already shown):
Listed for Cn1cc(SCC(=O)Nc2cccc(F)c2)c2ccccc21 → mHTT CaM bind = -3; Pf apPOL block = 6
Listed for COc1ccc(-c2nc3n(c(=O)c2C#N)CCS3)cc1OC → mHTT CaM bind = -4; Pf apPOL block = -3
Listed for C[C@@H]1CCC(=O)N(C[C@@H](C)CC#N)CC1 → mHTT CaM bind = 14; Pf apPOL block = -2

The listing continues.
Results follow in this order: mHTT CaM bind | Pf apPOL block
- COc1ccc(S(=O)(=O)N2CCC(c3cnn(-c4cccc(C)c4)c3)CC2)cc1
 : -13 | 2
- C[C@H]1NS(=O)(=O)c2ccc(Br)cc2O[C@H]1c1ccccc1
 : -13 | -3
- CCc1c(C2CCN(C(=O)NCc3ccc(C)cc3)CC2)noc1N
 : 14 | 2
- COc1cc(/C=C2\C(=O)NC(=O)N(c3ccc(Cl)cc3)C2=O)cc(OC)c1O
 : 5 | -9
- COc1cc2oc(=O)cc(-c3ccc(-c4ccc(O)cc4)cc3)c2c(OC)c1OC
 : 5 | -3
- O=C(Nc1cccc(C(F)(F)F)c1)Nc1ccc2nonc2c1
 : x | -4
- COC(=O)C1(NC(=O)NC23CC4CC(CC(C4)C2)C3)CCCCC1
 : -2 | -10
- CCOc1cccc2cc(C(=O)Nc3ccccc3)c(=Nc3ccc(C(=O)O)cc3)oc12
 : -7 | 2
- COc1ccc(C)cc1NC(=O)N1CCC(c2nc(C(=O)N3CCCC3)c(C)o2)CC1
 : 7 | -6
- Cc1ccc(C)c(Cn2nnc(C(=O)O)c2-c2ccccn2)c1
 : 9 | 3
- CCc1cccc(NC(=O)C2CCCN(c3cn[nH]c(=O)c3)C2)c1 (configuration not stated)
 : -5 | 1
- c1ccc(-c2ccccc2OCCCCN2CCCC2)cc1
 : 1 | -7
- COc1ccc(CN2CCC(=O)N([C@H](CO)c3ccccc3)CC2)cc1OC
 : 1 | -6
- COc1ccc(-c2cc(-c3ccc(F)cc3)nc(N3CCN(C)CC3)n2)cc1
 : 0 | -6
- CC1CCCN(C(=O)c2ccc(Cl)cc2[N+](=O)[O-])C1 (configuration not stated)
 : 3 | 80*
- CSc1nc2ccccc2c(=O)n1O
 : -4 | x
- COc1ccc(NC(=O)N2CCCc3ccccc32)cc1
 : 5 | 4
- C[C@H]1[C@H](c2ccccc2)Oc2ccc(Cl)cc2S(=O)(=O)N1CC1CCCN1C(=O)OC(C)(C)C (some centres not stated)
 : 10 | 1
- O=C(c1ccc(Cl)cc1)N1CCN(c2ccc([N+](=O)[O-])c3ncccc23)CC1
 : 21 | -8&5
- CC(C)=NNC(=O)c1cccnc1
 : x | -1
- C=CCSc1nc(N)c(C#N)c(CC)c1C#N
 : -7 | -4
- Cc1cc(OCC(=O)N2CCCCC2)nc(-c2ccc(Cl)cc2)n1
 : -8 | -1
- Cc1ccc(=O)n(CCNC(=O)Cc2noc3ccccc23)n1
 : 0 | 1
- Cc1cc(C)nc(NC2=NCC(=O)N2c2ccccc2C)n1
 : 0 | -4
- COc1cc2c(cc1OC)CN(Cc1cc(Br)cc(OC)c1O)CC2
 : 34 | 28
- O=C(CCC1CCCC1)N1CCCC(c2nc(-c3ccncc3)n[nH]2)C1 (configuration not stated)
 : 3 | -4
- Cc1cc([N+](=O)[O-])ccc1NC(=O)C1C(C=C(Cl)Cl)C1(C)C (configuration not stated)
 : 3 | 0
- Cc1ccc(Cn2c(Oc3ccc(F)cc3)nc3c2c(=O)n(C)c(=O)n3C)cc1
 : 3 | -8
- COc1cc(C(=O)Nc2cc(Cl)ccc2Cl)cc(OC)c1OC
 : 3 | -5
- Nc1cc(C2CCN(C(=O)Nc3cc(F)ccc3F)CC2)no1
 : -8 | -10
- Cc1ccc(C2CCCN2C(=O)Nc2ccc3c(c2)OCCO3)cc1 (configuration not stated)
 : 6 | -3
- NC1C2CN3CCN(C2)CC1(Cc1ccccc1)C3 (configuration not stated)
 : 2 | 0
- CCOCC(=O)N1CCCn2cc(-c3ccccc3)nc21
 : 14 | -3
- COCCN1CCC(CNC(=O)c2ccccc2Cl)CC1
 : -18 | -6
- O=C(CSc1ccc(F)cc1)N(Cc1ccccn1)Cc1ccco1
 : -12 | -4
- O=Cc1ccc(OCC(=O)O)c(Cl)c1
 : -3 | -4
